T cruzi growth: inhibitors of T. cruzi proliferation | T. cruzi beta-gal in NIH3T3, GalScreen luminescence, 90 h | inhibition, % at 8.34 µM | hit rate 5.9% among 77,000 | AID 624255;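 active = mean inhibition above about 93%, with at least 55% of replicates each passing it, limit read from the data, passing the limit was not always enough; inconclusive = only one of those two conditions holds; inactive = neither condition holds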
KDM4C inh: inhibitors of human demethylase GASC-1 KDM4C | hit rate 0.15% among 96,000 | GST-KDM4C 2-372, H3K9me3 peptide, LANCE TR-FRET | inhibition, % at 12.5 µM | Q9H3R0 | AID 720574;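 active = mean replicate inhibition above about 25%, with at least 55% of replicates also reaching it, limit read from the data, passing the limit was not always enough; inconclusive = only one of those two conditions met; inactive = neither condition met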
Target sequence (Q9H3R0 2-372 limits assumed): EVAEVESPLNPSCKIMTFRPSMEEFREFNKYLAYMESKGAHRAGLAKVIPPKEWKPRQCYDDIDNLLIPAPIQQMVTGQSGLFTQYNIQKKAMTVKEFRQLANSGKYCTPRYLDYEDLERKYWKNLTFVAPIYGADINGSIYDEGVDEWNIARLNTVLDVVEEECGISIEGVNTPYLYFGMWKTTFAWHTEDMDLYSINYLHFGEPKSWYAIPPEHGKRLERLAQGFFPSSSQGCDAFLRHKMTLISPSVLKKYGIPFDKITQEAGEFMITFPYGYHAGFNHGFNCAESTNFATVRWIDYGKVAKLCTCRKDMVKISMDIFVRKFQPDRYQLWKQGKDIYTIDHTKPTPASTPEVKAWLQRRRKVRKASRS
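Material: N-terminal GST-fused human GASC-1 (KDM4C) fragment, residues 2-372. Input: 10 nM enzyme. Incubation: enzyme reaction 30 min, then detection 60 min, both room temperature. Doses: one test concentration per compound. Read-out basis: inhibition from TR-FRET ratio decrease. Detection: LANCE TR-FRET, excitation 340 nm, emissions 618 and 671 nm.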
Pf Dd2 growth: P. falciparum Dd2 growth inhibition; SYBR Green, 72 h; active compounds read low; activity change, % at 10 µM; hit rate 2.3% among 94,000; AID 1159554; in the data active = activity change below about -80%; inconclusive = no clear call, values can overlap the other calls
C diff growth: C. difficile growth inhibition; Clostridium difficile clinical isolate growth, OD600, 24 h; active compounds read low; growth activity, negative = inhibition, % at 16 µg/mL (by protocol); hit rate 0.25% among 86,000; AID 1259249;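 active = mean growth activity at or below -80% and every replicate also at or below -80%; inconclusive = mean at or below -80% but some replicate above -80%; inactive = mean growth activity above -80%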;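 also: 0% = DMSO wells and -100% = levofloxacin 16 µg/mL wells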
Starred values were filed as active, the others as inactive; ? = inconclusive; nt = not tested or not shown; & = joins results of further samples.

molecule | T cruzi growth | KDM4C inh | Pf Dd2 growth | C diff growth
C[C@H](CO)N1C[C@H](C)[C@@H](CN(C)Cc2ccccc2)OCCCC[C@H](C)Oc2ccc(NC(=O)CCCN(C)C)cc2C1=O | -11 | 2.4 | 14 | 1
COc1ccc(S(=O)(=O)N(C)C[C@H]2Oc3ccc(NC(=O)c4ccncc4)cc3C(=O)N([C@H](C)CO)C[C@H]2C)cc1 | 6 | -0.9 | -7 | 0
COc1ccc2c3c(n(C)c2c1)[C@H](CO)N(S(C)(=O)=O)CC31CCN(CC2CCCCC2)CC1 | nt | 1.0 | -65 | -7
COc1cccc(CN(C)C[C@H]2OCc3cn(nn3)CCCC(=O)N([C@@H](C)CO)C[C@@H]2C)c1 | -19 | -0.2 | -13 | nt
CC=Cc1ccc2n(c1=O)C[C@@H]1[C@@H](CO)[C@H](C(=O)NCCC)[C@H]2N1Cc1cccnc1 (mixture of isomers) | -2 | 0.1 | 10 | -3
COc1ccccc1NC(=O)N1CCCCN2[C@H](C1)[C@@H](c1ccc(C#Cc3ccccc3)cc1)[C@@H]2CO | 107* | -2.9 | -48 | 2
COc1ccc(NC(=O)Nc2ccc3c(c2)C(=O)N([C@@H](C)CO)C[C@@H](C)[C@H](CN(C)S(=O)(=O)c2cn(C)cn2)O3)cc1 | 60 | 4.7 | 0 | -4
Cc1ccc(S(=O)(=O)N(C)C[C@H]2OCCCC[C@H](C)Oc3ccc(NS(=O)(=O)c4c(C)noc4C)cc3C(=O)N([C@@H](C)CO)C[C@H]2C)cc1 | 17 | 0.2 | -75 | 1
CO[C@@H]1CN(C)C(=O)c2ccc(NS(=O)(=O)c3ccc(-c4ccccc4)cc3)cc2OC[C@@H](C)NC[C@@H]1C | nt | -0.5 | 12 | 1
CO[C@@H]1CN(C)C(=O)c2cc(NC(=O)CN(C)C)ccc2OC[C@@H](C)N(C(=O)C2CC2)C[C@H]1C | -15 | 3.1 | 2 | 0
C/C=C/c1cnc2c(c1)C(=O)N([C@@H](C)CO)C[C@H](C)[C@H](CN(C)C(=O)NCCC)O2 | 32 | 4.9 | 48 | 2
CN1c2ccc(-c3ccc(C#N)cc3)cc2[C@H]2[C@H](CCN2S(=O)(=O)c2ccc(F)cc2)[C@@H]1CO | 82 | 0.0 | 2 | -8
C[C@@H]1CN([C@@H](C)CO)C(=O)c2cccc(NC(=O)Nc3ccc(C(F)(F)F)cc3)c2O[C@@H]1CN(C)CC1CC1 | 52 | 1.4 | -39 | 20
C[C@@H]1CCCCO[C@@H](CN(C)C(=O)Nc2ccccc2)[C@H](C)CN([C@@H](C)CO)C(=O)c2cc(N(C)C)ccc2O1 | 107* | 4.9 | -32 | -4
Cc1ccc(S(=O)(=O)N(C)C[C@@H]2Oc3cc(-c4cccc(F)c4)ccc3S(=O)(=O)N([C@@H](C)CO)C[C@H]2C)cc1 | 124* | -3.7 | -70 | 4
COc1ccc(C#Cc2ccc3c(c2)[C@H]2[C@H](CCN2C(=O)C2CCC2)[C@H](CO)N3)cc1 | nt | -4.7 | ? | 15
CC(C)NC(=O)N(C)C[C@@H]1Oc2cc(-c3cncnc3)ccc2S(=O)(=O)N([C@H](C)CO)C[C@@H]1C | -16 | 0.4 | 8 | 1
CC=Cc1ccc2n(c1=O)C[C@H]1[C@H](CO)[C@@H](C(=O)NCc3ccccc3)N(Cc3cncnc3)[C@@H]21 (mixture of isomers) | 14 | 0.9 | -4 | 6
Cn1cnc(CCNC(=O)C[C@@H]2CC[C@@H]3[C@H](COC[C@H](O)CN3C(=O)Nc3ccc(C(F)(F)F)cc3)O2)c1 | 107* | -1.1 | -16 | 25&-3
C[C@H](CO)N1C[C@H](C)[C@@H](CN(C)Cc2ccc(C(=O)O)cc2)Oc2ccc(NS(=O)(=O)c3cn(C)cn3)cc2CC1=O | 25 | -0.2 | 21 | 5
COCC(=O)N1CCCCN2[C@H](CO)[C@H](c3ccc(-c4ccccc4)cc3)[C@@H]2C1 | 64 | 1.7 | 47 | -6
COc1ccc(CN(C)C[C@H]2Oc3ccc(NC(=O)Nc4cccc5ccccc45)cc3C(=O)N([C@@H](C)CO)C[C@@H]2C)cc1 | 17 | 0.9 | -3 | -5
O=C(C[C@@H]1C[C@@H]2c3cc(NC(=O)NC4CCCC4)ccc3O[C@@H]2[C@H](CO)O1)NCc1ccc(Oc2ccccc2)cc1 | nt | 0.2 | -31 | -10
COc1ccc(NC(=O)N(C)C[C@H]2Oc3cc(Br)ccc3S(=O)(=O)N([C@H](C)CO)C[C@@H]2C)cc1 | nt | 0.5 | -1 | 1
COc1ccc2c3c([nH]c2c1)[C@H](CO)N(Cc1nccs1)CC31CN(C(=O)C2CCOCC2)C1 | nt | 0.3 | -18 | 1
Cc1noc(C)c1S(=O)(=O)Nc1ccc2c(c1)CC(=O)N([C@H](C)CO)C[C@H](C)[C@H](CN(C)Cc1ccc(Cl)c(Cl)c1)O2 | 85 | 0.1 | -1 | 1
C[C@H](CO)N1C[C@H](C)[C@H](CN(C)C(=O)c2cnccn2)Oc2ncc(C#CCC3CCCC3)cc2C1=O | 33 | -0.4 | -30 | -2
O=C(C[C@H]1CC[C@H]2[C@@H](COC[C@H](O)CN2Cc2ccccc2)O1)N[C@H]1CCN(Cc2ccccc2)C1 | 83 | 0.0 | -34 | 3
Cc1ccc(S(=O)(=O)Nc2cccc3c2O[C@H](CN(C)S(=O)(=O)c2ccc(F)cc2)[C@@H](C)CN([C@@H](C)CO)C3=O)cc1 | 44 | 0.6 | -23 | 1
C[C@@H]1CN([C@@H](C)CO)C(=O)c2ccccc2-c2ccccc2CO[C@H]1CN(C)C(=O)[C@H](C)c1ccccc1 | -19 | -1.0 | 12 | 5
O=C1CCCn2cc(nn2)COC[C@@H](c2ccccc2)N1 | nt | -3.3 | nt | -1
O=C([C@H]1[C@H](CO)[C@H]2Cn3c(cccc3=O)[C@@H]1N2Cc1ccccc1)N1CCCCC1 | -4 | 0.0 | nt | 0
CC=Cc1ccc2n(c1=O)C[C@@H]1[C@@H](CO)[C@H](C(=O)NCCC)[C@H]2N1Cc1ccccc1OC (mixture of isomers) | 43 | 1.2 | 1 | -1
CO[C@@H]1CN(C)C(=O)c2ccc(NC(=O)C3CCC3)cc2OC[C@H](C)N(C(=O)CN(C)C)C[C@H]1C | -14 | 0.5 | 14 | 1
CCCC(O)C#Cc1cnc2c(c1)C(=O)N([C@H](C)CO)C[C@H](C)[C@H](CN(C)S(=O)(=O)c1cn(C)cn1)O2 (stereo partly drawn) | 38 | 1.6 | -17 | nt
C[C@@H]1CCCCO[C@H](CN(C)Cc2ccc(C(F)(F)F)cc2)[C@@H](C)CN([C@H](C)CO)C(=O)c2cc(NS(=O)(=O)c3ccc(F)cc3)ccc2O1 | 77 | 0.5 | -19 | 16
CS(=O)(=O)Nc1ccc2c(c1)[C@H]1C[C@H](CC(=O)NCC3CC3)O[C@@H](CO)[C@H]1O2 | -3 | 2.7 | 17 | nt
CO[C@@H]1CN(C)C(=O)c2ccc(NS(=O)(=O)c3cn(C)cn3)cc2OC[C@H](C)N(CC2CC2)C[C@@H]1C | -29 | -0.7 | 1 | nt
C[C@@H]1CN([C@@H](C)CO)C(=O)Cc2cc(NC(=O)Nc3ccccc3)ccc2O[C@@H]1CN(C)Cc1ccc(C(=O)Nc2ccccc2N)cc1 | 52 | -2.5 | -80 | -6
COc1ccc(CN(C)C[C@@H]2OCCCC[C@H](C)Oc3ccc(NC(=O)CCCN(C)C)cc3C(=O)N([C@H](C)CO)C[C@@H]2C)cc1 | -11 | 2.5 | -32 | -4
C[C@@H]1CN([C@H](C)CO)C(=O)c2cc(C3=CCCC3)cnc2O[C@H]1CN(C)C(=O)C1CCC1 | 9 | 2.0 | -10 | 1
CCCC(=O)Nc1ccc2c(c1)C(=O)N(C)[C@@H]1CC[C@H](CC(=O)N3CCCCC3)O[C@H]1CO2 | 2 | 2.7 | 8 | -2
C[C@H]1CN([C@@H](C)CO)C(=O)c2cccc(NC(=O)Nc3ccc(C(F)(F)F)cc3)c2O[C@H]1CN(C)Cc1ccc(Cl)c(Cl)c1 | ? | -1.8 | -32 | 51
COCC(=O)Nc1ccc2c(c1)OC[C@@H](C)N(C(=O)c1ccccc1)C[C@@H](C)[C@@H](OC)CN(C)C2=O | -15 | 0.0 | -7 | nt
COc1ccc2c3c([nH]c2c1)[C@@H](CO)N(C(=O)c1ccc(F)cc1)CC31CN(C(=O)CC2CC2)C1 | nt | -0.7 | -9 | 3

Structures listed so far with a Cl atom:
molecule | T cruzi growth | KDM4C inh | Pf Dd2 growth | C diff growth
Cc1noc(C)c1S(=O)(=O)Nc1ccc2c(c1)CC(=O)N([C@H](C)CO)C[C@H](C)[C@H](CN(C)Cc1ccc(Cl)c(Cl)c1)O2 | 85 | 0.1 | -1 | 1
C[C@H]1CN([C@@H](C)CO)C(=O)c2cccc(NC(=O)Nc3ccc(C(F)(F)F)cc3)c2O[C@H]1CN(C)Cc1ccc(Cl)c(Cl)c1 | ? | -1.8 | -32 | 51

(next part)
| Compound | T cruzi growth | KDM4C inh | Pf Dd2 growth | C diff growth |
| --- | --- | --- | --- | --- |
| Cc1ccc(S(=O)(=O)N(C)C[C@H]2OCc3ccccc3-c3ccccc3C(=O)N([C@@H](C)CO)C[C@H]2C)cc1 | 46 | -3.4 | -68 | nt |
| COc1cccc(C(=O)Nc2ccc3c(c2)C(=O)N(C)[C@H]2CC[C@@H](CC(=O)NCC(F)(F)F)O[C@H]2CO3)c1 | 7 | -2.5 | -42 | -17 |
| CCc1sc(N2[C@H](C#N)[C@H](c3ccccc3-c3ccc(F)cc3)[C@H]2CO)nc1C | nt | -2.9 | 3 | -14 |
| C[C@@H]1CN([C@H](C)CO)C(=O)c2cc(-c3cccc(F)c3)cnc2O[C@@H]1CN(C)C(=O)c1cccc(F)c1 | 108 | -1.5 | -12 | 0 |
| COc1ccc(NC(=O)N[C@@H]2CC[C@@H](CCn3cc(C4(O)CCCC4)nn3)O[C@H]2CO)cc1 | -11 | 1.5 | -41 | -7 |
| CS(=O)(=O)N1[C@@H]2c3ccc(-c4cccc(F)c4)c(=O)n3C[C@H]1[C@H](CO)[C@H]2C(=O)N1CCCCC1 | -24 | 1.2 | nt | 8 |
| Cc1noc(C)c1NC(=O)N(C)C[C@@H]1Oc2c(NC(=O)c3cnccn3)cccc2C(=O)N([C@@H](C)CO)C[C@H]1C | 90 | -0.3 | -2 | -4 |
| C[C@H](CO)N1C[C@H](C)[C@H](CN(C)C(=O)C2CC2)Oc2cc(C#CC3CCCC3)ccc2S1(=O)=O | 4 | -0.7 | -50 | nt |
| C[C@H](CO)N1C[C@H](C)[C@@H](CN(C)Cc2ccc(F)cc2)Oc2ncc(C3=CCCC3)cc2C1=O | 5 | 5.8 | -46 | 2 |
| COc1ccc(-c2ccc([C@@H]3[C@H](C#N)N(C(=O)C4CCC4)[C@H]3CO)cc2)cc1 | 68 | -1.5 | 6 | -2 |
| C[C@H]1CN([C@@H](C)CO)C(=O)c2cc(-c3cccc(F)c3)cnc2O[C@H]1CN(C)C(=O)C1CCCCC1 | 46 | -0.6 | -20 | -1 |
| C[C@@H]1CN([C@@H](C)CO)C(=O)Cc2cc(NS(C)(=O)=O)ccc2O[C@@H]1CN(C)Cc1ccc(C(=O)O)cc1 | 27 | -2.4 | 1 | 3 |
| O=C(NCCc1ccccc1)[C@@H]1[C@@H](CO)[C@@H]2Cn3c(ccc(-c4cccc(F)c4)c3=O)[C@H]1N2 | -33 | 0.1 | 14 | -2 |
| CC=Cc1ccc2n(c1=O)C[C@@H]1[C@@H](CO)[C@H](C(=O)N3CCCCC3)N(CC3CC3)[C@H]21 (mixture of isomers) | -1 | 3.6 | -2 | 6 |
| C[C@H](CO)N1C[C@H](C)[C@@H](CN(C)S(=O)(=O)c2ccccc2)Oc2c(NC(=O)Nc3cccc4ccccc34)cccc2C1=O | 36 | 8.0 | -36 | -8 |
| CCCC#Cc1ccc([C@H]2[C@@H](CO)N(C(C)=O)[C@H]2CNC(=O)C2CCC2)cc1 | nt | -0.9 | -26 | -6 |
| CN1C(=O)c2cc(NC(=O)C3CCOCC3)ccc2OC[C@@H]2O[C@H](CC(=O)NCc3ccccc3F)CC[C@H]21 | 2 | -0.7 | 12 | -9 |

Compounds from the list above that have a COOH group:
| Compound | T cruzi growth | KDM4C inh | Pf Dd2 growth | C diff growth |
| --- | --- | --- | --- | --- |
| C[C@H](CO)N1C[C@H](C)[C@@H](CN(C)Cc2ccc(C(=O)O)cc2)Oc2ccc(NS(=O)(=O)c3cn(C)cn3)cc2CC1=O | 25 | -0.2 | 21 | 5 |
| C[C@@H]1CN([C@@H](C)CO)C(=O)Cc2cc(NS(C)(=O)=O)ccc2O[C@@H]1CN(C)Cc1ccc(C(=O)O)cc1 | 27 | -2.4 | 1 | 3 |

Screens: PubChem, Broad Institute

Not a hit list; overall some 6.8% were active at least once.
